CHO-K1 Ca antag: counter-screen for M1 antagonists: effect in parental CHO-K1 cells. 0.6% of 360,000 active. ATP-induced calcium, Fluo-8 fluorescence. inhibition, % at 3 µM. AID 602250;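 active means inhibition above a per-plate cutoff, the plate's mean sample inhibition plus 3 SD, cut at about 24% in these data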;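 further: 0% = DMSO plus EC80 ATP and 100% = DMSO alone without ATP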
GPR7 antag: antagonists of human GPR7 (neuropeptides B/W receptor 1). GPR7-expressing cells, fluorescence antagonist assay. P48145. AID 1861. 1.1% of 290,000 active. inhibition, % at 4.4 µM; in the data active means inhibition above about 16%, passing the limit was not always enough;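 further: cells stimulated with the agonist NPW; 0% = agonist with vehicle and 100% = vehicle without agonist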
Target sequence (P48145 whole entry, looked up): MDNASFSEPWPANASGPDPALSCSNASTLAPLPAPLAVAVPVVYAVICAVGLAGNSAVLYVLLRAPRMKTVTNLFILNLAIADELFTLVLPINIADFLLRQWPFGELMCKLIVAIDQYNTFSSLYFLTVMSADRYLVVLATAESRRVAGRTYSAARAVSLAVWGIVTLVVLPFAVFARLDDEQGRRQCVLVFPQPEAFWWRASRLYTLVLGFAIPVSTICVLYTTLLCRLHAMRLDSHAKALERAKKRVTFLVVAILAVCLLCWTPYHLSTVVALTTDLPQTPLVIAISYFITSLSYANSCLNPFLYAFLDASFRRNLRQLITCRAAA
CHO-K1 Ca PAM: nonselective activator or artifact in parental CHO-K1 calcium assay | ATP EC20, Fluo-8 calcium fluorescence; 0% at ATP EC20, 100% at ATP max | activation, % at 3 µM | 0.02% of 360,000 active | AID 602247;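 active means activation above the run cutoff, the mean activation of all test compounds plus 3 SD, cut at about 40% in these data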;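 further: peak over basal fluorescence ratio in a 140 s read after ATP addition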
V1aR counter: counter-screen for oxytocin receptor agonists: human V1a receptor agonists; AID 2797; CHO-V1R cells, Fluo-8 calcium fluorescence, agonist mode; 0% DMSO, 100% 3 nM vasopressin; activation, % at 3 µM; P37288; 0.25% of 320,000 active;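 active means activation above the mean activation of all tested compounds plus 3 SD, per screening run, cut at about 20% in these data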;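 further: signal is peak over basal fluorescence ratio across a 100 second FLIPR read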
Target sequence (P37288 whole entry, looked up): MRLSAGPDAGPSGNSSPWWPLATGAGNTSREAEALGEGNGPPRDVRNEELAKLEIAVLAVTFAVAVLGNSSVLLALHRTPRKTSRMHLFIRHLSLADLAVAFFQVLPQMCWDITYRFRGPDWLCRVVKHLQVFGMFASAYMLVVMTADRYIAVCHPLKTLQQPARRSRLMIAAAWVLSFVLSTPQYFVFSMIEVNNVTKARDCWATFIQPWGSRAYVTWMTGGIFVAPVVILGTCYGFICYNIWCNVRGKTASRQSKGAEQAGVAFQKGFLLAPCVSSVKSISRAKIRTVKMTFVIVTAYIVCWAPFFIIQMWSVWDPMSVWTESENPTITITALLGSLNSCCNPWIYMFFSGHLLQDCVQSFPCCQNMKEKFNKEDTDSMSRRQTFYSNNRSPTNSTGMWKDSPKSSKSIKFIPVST
TAAR1 antag: human TAAR1 antagonism | AID 624466 | Q96RJ0 | inhibition, % at 3 µM | CHO RD-HGA16 TAAR1, Fluo-8 calcium fluorescence, antagonist | 1.5% of 360,000 active;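 active means inhibition above a per-plate cutoff, the mean inhibition of test compounds on that plate plus 3 SD, cut at about 49% in these data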;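 further: 0% = DMSO plus EC80 beta-PEA response and 100% = DMSO alone without agonist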
Target sequence (Q96RJ0 whole entry, looked up): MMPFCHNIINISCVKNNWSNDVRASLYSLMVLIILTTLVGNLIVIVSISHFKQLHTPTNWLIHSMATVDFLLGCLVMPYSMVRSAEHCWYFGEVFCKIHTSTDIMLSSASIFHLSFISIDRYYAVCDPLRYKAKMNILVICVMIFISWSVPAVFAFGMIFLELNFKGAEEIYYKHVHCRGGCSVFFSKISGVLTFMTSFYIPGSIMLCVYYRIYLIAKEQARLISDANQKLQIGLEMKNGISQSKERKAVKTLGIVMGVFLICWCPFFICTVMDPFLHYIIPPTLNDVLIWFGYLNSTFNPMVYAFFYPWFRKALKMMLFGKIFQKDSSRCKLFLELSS
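Assay system: CHO-derived RD-HGA16 cells stably expressing human TAAR1 plus Gα16. Timing: 140 s kinetic read after compound, 140 s after agonist. Technique: kinetic Fluo-8 calcium fluorescence measurement. Measure: % inhibition of agonist calcium response.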
CHO parental Ca: counter-screen for OX1R antagonists: effect in parental CHO cells; 0.63% of 330,000 active; inhibition, % at 5.6 µM; parental CHO-K1, ATP-induced calcium, Fluo-8 fluorescence; AID 463079;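 active means inhibition above that plate's mean sample inhibition plus 3 SD, cut at about 26% in these data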;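 further: 0% = ATP-challenged DMSO wells and 100% = DMSO wells without ATP; some compounds past the cut are filed as inactive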
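Assay system: parental CHO cells; Read-out basis: percent inhibition of ATP-evoked calcium rise, normalized to controls; Benchmarks: ATP and no-ATP DMSO wells; Compound dosing: single nominal dose of 5.6 µM per compound; Signal: Fluo-8 calcium dye fluorescence; Also added: ATP as calcium-mobilizing challenge; Repeats: singlicate.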
CHO-K1 Ca ag: counter-screen for M1 agonists: effect in parental CHO-K1 cells. Fluo-8 calcium fluorescence; scaled to maximal ATP response, vehicle zero. activation, % at 3 µM. 0.48% of 360,000 active. AID 602248; in the data active means activation above about 15%;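 further: untransfected CHO-K1 host cells lacking M1 receptor as counterscreen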
OXTR potentiate: potentiators of human oxytocin receptor; P30559; CHO-OTR cells, Fluo-8 calcium fluorescence, potentiator mode; 0% = oxytocin EC15, 100% = EC100; activation, % at 3 µM; 0.061% of 320,000 active;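 active means activation above that plate's cutoff, the mean activation of tested compounds plus 3 SD, cut at about 6.6% in these data, passing the limit was not always enough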;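 further: 100% uses oxytocin at 75 nM as the full agonist control; some results filed as inactive read as strong as hits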
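Measured by – Fluo-8 calcium dye fluorescence · Test system – human OTR in CHO cells · Dosing – one concentration, 3.0 µM compound · Controls – EC15 oxytocin alone as 0%, 75 nM oxytocin as 100% · Evaluation – normalized max/min fluorescence ratio, % activation · Timing – 6 min pre-incubation, 100 s read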
OXTR ag: activates the human oxytocin receptor | 0.32% of 320,000 active | activation, % at 3 µM | CHO-OTR cells, Fluo-8 calcium fluorescence; normalized: DMSO 0%, oxytocin 100% | AID 2435 | P30559;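 active means activation above the mean of all tested compounds plus 3 SD, cutoff set per screening run, cut at about 20% in these data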;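 further: peak over basal fluorescence ratio from a 100 s FLIPR kinetic read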
* marks the source's active call; other numbers are inactive results; / = no result given.

SMILES	CHO-K1 Ca antag	GPR7 antag	CHO-K1 Ca PAM	V1aR counter	TAAR1 antag	CHO parental Ca	CHO-K1 Ca ag	OXTR potentiate	OXTR ag
CCOC(=O)c1ccccc1NC(=O)CSc1nnnn1C1CCCCC1	-14	9	2	-0.8	11	-9	0.9	-3	-1.2
CCC(=O)Nc1ccc(NC(=O)CSc2nnc(-c3ccc(O)cc3)n2CC2CCCO2)cc1 (stereo not drawn)	-10	-11	0	0.6	-8	7	0.1	4	0.0
Cc1cc(F)ccc1NC(=O)C1CCN(S(=O)(=O)c2ccc3c(c2)CCCC(=O)N3)CC1	-15	0	17	0.5	8	-16	1.0	-5	0.3
Nc1nncn1C(=O)c1c(Cl)cccc1Cl	-18	-4	5	3.2	-4	-9	0.9	-3	3.0
COC(=O)c1ccccc1NC(=O)c1cc(-c2ccco2)on1	-2	-6	-7	0.7	-7	-9	-0.5	-4	5.8
COc1cc2c(cc1OC)C(c1ccc(Br)cc1)NC(=O)C2 (stereo not drawn)	-1	4	14	/	-8	/	3.1	/	/
CCOC(=O)c1cccc(C2=CC(=O)C[C@H](c3ccc(Cl)cc3)C2)c1	-12	/	11	1.9	20	-39	1.8	-7	2.4
Cc1ccc(C)c(C(=O)CN2C(=O)C(=O)N(C3CCCC3)C2=O)c1	1	/	2	-0.7	18	-24	-0.4	-9	-2.7
CCN(CC)CCCNC(=O)C(C)n1c2ccccc2c2nc(=O)cc(C)n21 (stereo not drawn)	-7	3	11	0.4	-8	-9	-0.3	-3	0.2
CC(=O)Oc1ccccc1Cn1c(C)c(C(=O)NCc2cccc(Cl)c2)sc1=O	-2	/	15	/	10	/	1.8	/	/
COCCNc1oc(COc2cccc(C)c2)nc1C#N	9	-1	-1	0.8	16	-5	0.2	-7	-0.2
COc1ccccc1N1CCN(Cc2cccs2)CC1	-6	-3	-2	-0.5	-2	-14	0.7	-4	-1.0
CCOC(=O)C1=CC[C@@H](c2ccc(OC)cc2)N(S(=O)(=O)c2ccc(C)cc2)[C@H]1CC	14	/	-2	/	-14	/	0.5	/	/
CCOC(=O)c1cc2n(c1/N=C/N(C)C)-c1ccccc1C2=O	-7	1	23	15	-4	-1	0.1	-11	24*
O=C1C(=O)N(CCCN2CCOCC2)C(c2ccc([N+](=O)[O-])cc2)/C1=C(\O)c1ccc2c(c1)OCCO2 (stereo not drawn)	-7	-14	-21	0.1	7	-13	1.2	2	-1.2
CCC(=O)Nc1c2c(nn1-c1ccc(F)cc1)CS(=O)(=O)C2	-10	7	7	-0.8	-18	-1	0.0	0	-0.8
O=C(O)C1CCN(S(=O)(=O)c2ccc(N3CCCC3C(=O)O)c([N+](=O)[O-])c2)CC1 (stereo not drawn)	-11	-8	17	0.8	-16	-1	1.1	6	1.7
COCOc1cccc(CN2CCC(C)(Oc3ccc(C(C)=O)cc3)C2)c1 (stereo not drawn)	13	/	1	/	6	/	-0.5	/	/
CCOc1ccc(NC(=O)CSc2nnc(C)n2C2CC2)cc1S(=O)(=O)N1CCCC1	5	/	-1	/	-21	/	1.6	/	/
COc1ccc(C(=O)NCCCSC)cc1OC1CCN(C(C)C)CC1	-15	-8	20	0.9	-28	-20	0.5	3	1.9
CCN(c1ccc(OC)cc1)S(=O)(=O)c1nnc(NC(=O)CC(C)C)s1	-11	3	-3	0.6	-5	-23	-1.7	-14	-2.1
CC(c1nc2ccccc2c(=O)[nH]1)N(C)c1ccc2ccccc2c1 (stereo not drawn)	3	-11	1	1.3	-23	-10	0.8	-4	0.1
COc1ccc(CNC/C=C/c2ccccc2)cc1	-4	-5	22	/	-8	/	2.8	/	/
C/C(=N\NC(N)=S)c1ccc(-n2ccnc2)cc1	-9	-11	7	1.3	-11	-7	1.2	-3	0.7
Cc1cc(C)cc(N(C(=O)c2cccs2)C2C=CS(=O)(=O)C2)c1 (stereo not drawn)	7	-4	10	-0.3	5	-9	0.0	-8	-1.4
O=C(NCCN1CCN(c2ccccc2F)CC1)C1c2ccccc2C(=O)N2CCc3ccccc3C12 (stereo not drawn)	-14	-8	19	1.2	0	-29	1.7	-3	0.2
NS(=O)(=O)c1ccc(CCNc2ccc(C(F)(F)F)cn2)cc1	-11	7	8	0.2	11	11	2.2	-9	0.6
COc1ccccc1CNS(=O)(=O)c1c(C(=O)N2CCCCCC2)c(C)n(C)c1C	-4	-3	10	-0.2	-48	-13	6.2	-6	0.1
CN(c1ccccc1)S(=O)(=O)c1cccc(C(=O)NNC(=O)c2ccccc2)c1	5	-9	-2	7.6	2	31	14	-13	12
COc1ccccc1C(C[N+](=O)[O-])c1c(N)n(C)c(=O)n(C)c1=O (stereo not drawn)	-8	-16	11	1.4	-32	-11	0.6	-11	0.8
COc1ccc(/C=C/C(=O)OCC(=O)Nc2ccc(S(N)(=O)=O)cc2)cc1OC	5	-2	3	-0.7	-27	8	0.1	-8	0.8
CNc1ccc(S(=O)(=O)NCC(=O)NCCCc2ccccc2)cc1[N+](=O)[O-]	-3	-9	20	1.9	1	-7	1.1	-3	-0.6
Cn1c(O)c(N=NC(=O)c2cc(-c3cccs3)nc3ccccc23)c2ccccc21	2	6	21	0.5	13	-12	8.0	-5	0.3
CCN(CC(=O)Nc1c(F)cccc1F)C(=O)/C=C/c1ccc(C)cc1	-11	/	-5	0.3	-3	-29	-1.0	4	-0.4
CCCS(=O)(=O)N1CCCC(C(=O)NCCCN(C)c2ccccc2)C1 (stereo not drawn)	7	-8	16	-0.5	-3	-6	0.1	-9	-1.6
C=CCN(c1ccc(C(=O)N2CCN(c3ccc(F)cc3)CC2)cc1)S(C)(=O)=O	12	4	-11	2.0	0	-12	0.1	0	-0.4
C/C(=N\NC(=O)c1ccc(-n2cnnn2)cc1)c1ccc(Cl)cc1	-7	/	7	1.3	20	-3	0.0	1	2.0
Cc1ccc(OCCCC(=O)N(C)CC(=O)Nc2ccccc2Br)cc1	1	/	-5	1.0	-13	-21	-0.6	-6	-1.6
CCN1CCC(NC(=O)c2cc(OC)c(OC)cc2OC)CC1	-14	1	12	-0.2	-1	-12	-0.4	-5	-0.1
COC(=O)[C@@]12CCCCN1[C@H](c1ccc(-c3cc(C(C)=O)cs3)c(OC)c1)[C@H]1C(=O)N(C)C(=O)[C@H]12	-9	/	10	-0.4	5	-13	0.0	-5	-0.8
CC(C)C[C@H]1CN(CCCC[C@@H]2CNC(=O)C(=O)N2Cc2ccccc2)C(=O)C(=O)N1CCc1ccccc1	-12	/	1	/	2	/	0.1	/	/
CCOC(=O)C1=CCN(S(=O)(=O)c2ccccc2[N+](=O)[O-])C1c1ccc(C)cc1 (stereo not drawn)	2	/	12	/	-3	/	1.1	/	/
O=C(N/N=C/c1ccc(OC(F)F)cc1OC(F)F)c1ccc(Br)cc1	9	-6	-13	0.9	3	-25	0.0	-6	-1.9
Cc1ccc(NC2OC(CO)C(O)C2O)cc1[N+](=O)[O-] (stereo not drawn)	0	7	13	-0.4	-5	-6	1.3	-8	-0.2
CCOC(=O)N1CCN(C(=O)C2CCC(=O)N(CCCc3ccccc3)C2)CC1 (stereo not drawn)	-2	-8	-1	/	-25	/	-0.3	/	/
Cc1cc(C)c(S(=O)(=O)Nc2nnc(C)s2)c(C)c1	-12	-6	12	-0.2	-21	1	-0.1	-8	-0.7
Cc1ccc(S(=O)(=O)N2CCN(CC(=O)N/N=C\c3ccncc3)CC2)cc1	-16	-7	12	0.1	-26	-18	1.1	4	-0.5
COc1cc(C(=O)NCCOc2cc(C)cc(C)c2)c(Br)c(OC)c1OC	-5	4	3	-1.2	-8	-38	-0.3	-9	-1.6
CSc1cccc(NC(=O)Cn2cnc(S(=O)(=O)N3CCCC3)c2)c1	-3	11	5	0.6	-14	3	0.8	1	0.8
O=C(c1ccc(-c2ccccc2Cl)s1)N1CCOCC1	-8	/	0	0.9	18	-9	0.1	-4	1.4
C/C(=N\NC(=O)C1CC1c1ccccc1)c1ccc(C)s1 (stereo not drawn)	1	1	-4	0.3	-5	-27	-0.4	-5	-1.2
COc1ccc(S(=O)(=O)N2CCOCC2)cc1NC(=O)c1cc2ccccc2o1	-5	/	-22	/	24	/	2.8	/	/
O=C(NNC(=S)Nc1ccc(Cl)cc1Cl)C1CC1	-1	-11	12	1.8	-22	-9	0.2	-8	0.1
O[C@H]1CN(CC2CCCCC2)[C@@H](c2ccc(Cl)cc2)C[C@@H]1n1cc(-c2ccc(F)cc2)nn1	1	/	-5	/	-7	/	0.3	/	/
Cc1ccc(S(=O)(=O)/C(C#N)=C/c2c(N3CCOCC3)nc3ccccn3c2=O)cc1	-1	0	-1	/	8	/	2.1	/	/
COC(=O)CCC(=O)COc1ccccc1C#N	-1	-16	8	2.0	-2	-6	0.4	3	0.8
CN1CCN(c2ccc(CNC[C@H]3O[C@@H](n4cnc5c(=O)[nH]c(N)nc54)[C@H](O)[C@@H]3O)c(S(C)(=O)=O)c2)CC1	-14	/	12	/	-3	/	0.3	/	/
CC(c1ccncn1)N(C)C(=O)c1ccc2oc(Cc3ccccc3)nc2c1 (stereo not drawn)	-1	6	-9	-0.2	6	-7	1.6	-8	1.4
CCOC(=O)Cc1cc(-c2ccc(OC)cc2)nc2ccc3ccccc3c12	6	-7	-3	2.7	31	-20	1.2	-8	1.8
O=c1c2[nH]c3ccccc3c2ncn1Cc1cccnc1	-6	-4	-4	/	-6	/	0.2	/	/
The results go on:
SMILES	CHO-K1 Ca antag	GPR7 antag	CHO-K1 Ca PAM	V1aR counter	TAAR1 antag	CHO parental Ca	CHO-K1 Ca ag	OXTR potentiate	OXTR ag
COc1cc2cc(-c3ccc(O)cc3O)nc(C)c2cc1OC	-13	1	6	1.4	-4	-9	0.8	-18	-0.9
CCOC(=O)[C@@H]1[C@H]2COc3cc(OC)ccc3[C@H]2N2C(=O)N(c3ccc(OC)cc3)C(=O)[C@]12C	-13	/	25	1.3	16	-10	0.7	0	1.6
Cc1cc(C)c2cc(C(=O)N(C)C3CCN(C)CC3)[nH]c2c1	-5	-3	10	0.1	-8	-5	0.4	-9	0.3
COc1ccc(Cl)cc1C(=O)NNC(=O)c1cccc(S(=O)(=O)N(C)C)c1	10	4	-8	0.2	-17	-9	0.3	0	1.2

3 compounds already listed, sorted by length of the SMILES, lowest first:
SMILES	CHO-K1 Ca antag	GPR7 antag	CHO-K1 Ca PAM	V1aR counter	TAAR1 antag	CHO parental Ca	CHO-K1 Ca ag	OXTR potentiate	OXTR ag
COc1cc2cc(-c3ccc(O)cc3O)nc(C)c2cc1OC	-13	1	6	1.4	-4	-9	0.8	-18	-0.9
Cc1cc(C)c2cc(C(=O)N(C)C3CCN(C)CC3)[nH]c2c1	-5	-3	10	0.1	-8	-5	0.4	-9	0.3
CCOC(=O)[C@@H]1[C@H]2COc3cc(OC)ccc3[C@H]2N2C(=O)N(c3ccc(OC)cc3)C(=O)[C@]12C	-13	/	25	1.3	16	-10	0.7	0	1.6

High-throughput results (PubChem)

Random draw from the library (roughly 3.5% active in at least one column).
